# Source: PubChem BioAssay (Sanford-Burnham Center for Chemical Genomics)
# APJ antagonist = APJ receptor antagonism; CHO-K1 APJ beta-arrestin complementation, luminescence; AID 2521; 330,000 compounds, 0.32% hits; inhibition, % at 20 µM; P35414;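 active = inhibition above about 40% at 20 µM, limit read from the data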;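 note: cells challenged with 10 nM apelin-13 agonist together with compound; plate controls were apelin-13 plus DMSO wells for no effect and DMSO wells lacking apelin-13 for full effect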
# Jurkat NFkB inh = inhibitors of the PMA/ionomycin-induced NF-kB reporter in Jurkat cells. inhibition, % at 4 µM. 330,000 compounds, 0.53% hits. PMA/ionomycin-induced NF-kB luciferase reporter, luminescence; in the data active = inhibition above about 50%
# tim23-1 inh = growth inhibitors of tim23-1 mutant yeast; 330,000 compounds, 1.3% hits; inhibition, % at 20 µM; S. cerevisiae tim23-1 growth, BacTiter-Glo luminescence, 24 h;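 active = growth inhibition of the mutant yeast at or above 50%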;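 note: temperature-sensitive mutant grown at 25 °C; plate controls were DMSO-treated mutant yeast for no effect and medium wells lacking yeast for full effect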
# 697 NFkB inh = lowers PMA/ionomycin-induced NF-kB signal in 697 B cells | 697 B-cell NF-kB luciferase reporter, 16 h | inhibition, % at 4 µM | 330,000 compounds, 0.33% hits | AID 435022; in the data active = inhibition above about 35%
# CHOP UPR activ = activators of apoptotic arm of unfolded protein response (CHOP). CHO-CHOP luciferase reporter, UPR activation, luminescence; percent of tunicamycin response over DMSO baseline. activation, % at 10 µM. 330,000 compounds, 0.34% hits;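 active = at 10 µM dose, activation of 40% or more, normalized to positive control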;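 note: 100% = tunicamycin at 10 µg/mL and 0% = DMSO alone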
#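 Test system: CHO-CHOP cells, stable luciferase reporter of PERK-eIF2a-CHOP signalling | Quantity: 500 CHO-CHOP cells per well | Buffer or medium: F12 plus 10% serum | Compound dosing: 10 µM single point, 0.5% DMSO | Schedule: 6 h compound treatment, 37 °C | Signal: Luciferase luminescence | Control set: Tunicamycin high control, DMSO low control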
# XBP1 UPR activ = activators of adaptive arm of unfolded protein response (XBP1). CHO-XBP1 luciferase reporter, IRE1-XBP1 UPR activation, luminescence; percent of tunicamycin response, DMSO as zero. activation, % at 20 µM. 330,000 compounds, 0.33% hits. AID 463104;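 active = versus positive control, 20 µM dose yields 30% or more activation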;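 note: 100% = tunicamycin at 10 µg/mL and 0% = DMSO only wells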
#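 Signal: luciferase luminescence; Assay system: CHO-XBP1 luciferase reporter cells; Amount: one thousand reporter cells per well; Dosing: 20 µM single concentration, DMSO 1%; Benchmarks: high control tunicamycin 10 µg/mL final, low control DMSO vehicle only; Schedule: 6 h compound exposure at 37 °C, 5% CO2; Evaluation: percent activation relative to tunicamycin reference.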
# Mdm2-MdmX inh = human Mdm2/MdmX binding inhibition; O15151+Q00987; SaOS-2 split-luciferase Mdm2/MdmX complementation, luminescence; inhibition, % at 8 µM; 330,000 compounds, 3% hits;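 active = inhibition of at least 50% at 8 µM in the primary screen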
# Target sequence (O15151 whole entry, looked up): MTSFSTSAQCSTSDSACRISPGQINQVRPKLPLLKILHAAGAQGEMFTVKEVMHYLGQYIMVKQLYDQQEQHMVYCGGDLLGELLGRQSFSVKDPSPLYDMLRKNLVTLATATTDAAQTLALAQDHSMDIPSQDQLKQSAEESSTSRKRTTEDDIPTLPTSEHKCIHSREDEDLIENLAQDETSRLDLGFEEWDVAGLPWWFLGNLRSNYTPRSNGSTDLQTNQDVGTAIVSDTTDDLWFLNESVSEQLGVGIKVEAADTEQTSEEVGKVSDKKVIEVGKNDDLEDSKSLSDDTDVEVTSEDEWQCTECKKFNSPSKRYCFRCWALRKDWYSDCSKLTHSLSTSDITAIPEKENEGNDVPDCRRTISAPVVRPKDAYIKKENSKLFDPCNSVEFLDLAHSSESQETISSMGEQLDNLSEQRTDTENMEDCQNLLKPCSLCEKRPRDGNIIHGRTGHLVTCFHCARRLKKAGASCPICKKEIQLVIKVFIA
# Target sequence (Q00987 whole entry, looked up): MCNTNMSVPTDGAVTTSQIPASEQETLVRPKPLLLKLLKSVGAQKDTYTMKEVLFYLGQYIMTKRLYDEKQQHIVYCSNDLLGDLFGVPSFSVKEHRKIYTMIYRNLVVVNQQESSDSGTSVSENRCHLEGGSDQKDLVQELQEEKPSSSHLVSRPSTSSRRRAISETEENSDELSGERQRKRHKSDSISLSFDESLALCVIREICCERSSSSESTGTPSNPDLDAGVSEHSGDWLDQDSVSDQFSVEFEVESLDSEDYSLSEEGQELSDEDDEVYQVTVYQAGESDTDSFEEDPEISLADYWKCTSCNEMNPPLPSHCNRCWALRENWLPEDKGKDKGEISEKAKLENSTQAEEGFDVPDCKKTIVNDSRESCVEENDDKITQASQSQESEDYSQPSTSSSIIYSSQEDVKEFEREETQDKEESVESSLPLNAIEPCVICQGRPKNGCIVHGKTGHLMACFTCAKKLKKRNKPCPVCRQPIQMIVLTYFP
# APJ ag = APJ receptor agonism | 330,000 compounds, 0.11% hits | P35414 | CHO-K1 APJ PathHunter beta-arrestin, luminescence; 0% DMSO wells, 100% apelin | activation, % at 20 µM;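 active = activation more than six SD over the plate average, tested at 20 µM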;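 note: 0% = DMSO alone and 100% = apelin-13 at 10 nM; some results filed as inactive read as strong as hits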
#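 Material: engineered CHO-K1 APJ arrestin reporter cells; amount: 1000 CHO-K1 reporter cells seeded per well; incubation: compound stimulation 90 min at 25 °C, detection 60 min; signal: luminescent beta-gal fragment complementation, chemiluminescent substrate; read-out basis: APJ agonist activity; controls: DMSO-only wells as negative, 10 nM Apelin-13 as positive control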
# * hit, by the source's call. Hits appear at their usual frequency; overall some 5% were active at least once.
SMILES,APJ antagonist,Jurkat NFkB inh,tim23-1 inh,697 NFkB inh,CHOP UPR activ,XBP1 UPR activ,Mdm2-MdmX inh,APJ ag
CCn1c(COc2ccc(Cl)cc2)nnc1SCc1ccc(C#N)cc1,5.2,18.7,43.8,-17.8,5.5,-4.7,12.6,-0.1
O=C(O)c1cccc(S(=O)(=O)Nc2ccc(OCc3ccccc3)cc2)c1,-7.5,-10.4,6.8,-15.8,2.1,1.1,-11.3,1.7
CCN(CC(=O)N1CCCC1)S(=O)(=O)c1ccc(Br)cc1,7.7,11.8,20.7,17.2,3.8,-1.8,-1.7,-1.9
C=CCN=C1N[C@@H](c2ccccc2)C(C(=O)OC)=C(C)N1CCOC,18.8,14.3,-10.8,0.4,-1.2,-3.0,1.0,-2.1
N#CNC1=NCN(CCc2ccccc2)CN1,6.0,-14.4,5.0,-9.2,-0.5,-7.5,-5.9,-2.8
COc1ccccc1C(=O)NCCC(=O)NCC1CCCCC1,-7.5,-4.5,-2.9,7.3,-0.5,2.5,6.0,1.8
CCOC(=O)CC(NC(=O)c1ccco1)c1ccc(OC)cc1 (configuration not stated),15.2,-6.9,-14.1,-8.9,-1.7,-0.1,-2.2,-0.9
O=C1c2cccc3cccc(c23)C(=O)N1CCN1CCN(CC(O)COc2ccccc2)CC1 (configuration not stated),-23.3,-6.5,-0.1,-39.9,2.2,-0.8,-5.7,-3.7
Cc1ccc(S(=O)(=O)NNC(=S)NCCc2ccccc2)cc1,-7.8,5.7,21.7,7.3,0.6,0.5,-7.7,-3.9
CCN(CC)C(=O)N1CCC(NC(=O)c2ccccc2)CC1,2.6,-6.8,6.8,4.1,-1.3,-2.0,20.2,-4.2
Cc1ccccc1Cn1cnc2c(nnn2Cc2ccc(F)cc2)c1=O,-16.9,7.9,3.4,13.6,-1.7,-0.1,13.3,-5.1
O=C(CCc1nc(-c2ccccc2F)no1)NC1CCN(Cc2ccccc2)CC1,5.5,10.1,-5.8,-3.1,-1.3,-2.7,7.7,2.1
Cc1occc1C(=O)N/N=C/C1=C(N2CCOCC2)C(=C\c2ccc(Cl)cc2Cl)/CC1,-5.5,-0.6,8.2,-22.8,2.6,6.4,47.2,-2.5
O=C(NCCCN1CCOCC1)C(=O)NCc1ccc(Cl)cc1,-4.5,-14.1,-6.6,-7.2,0.0,-1.0,-11.7,-3.6
CC1CN(C(=O)c2cccc(C(=O)N3CC(C)OC(C)C3)c2)CC(C)O1 (configuration not stated),-0.2,5.9,15.5,20.0,-2.1,-2.0,1.3,-0.4
COc1cccc(C2c3c(C)nn(-c4ccc([N+](=O)[O-])cc4)c3N=C3C(=O)Nc4ccccc4N32)c1 (configuration not stated),11.7,26.9,2.2,11.3,13.6,4.2,41.1,-2.6
CCOc1ccc(CCNC(=O)Cc2nn[nH]n2)cc1OCC,2.9,2.9,14.7,-3.8,-5.4,0.2,14.3,-5.1
[N-]=[N+]=CC(=O)C(c1ccccc1)(c1ccccc1)c1ccccc1,27.4,11.2,19.5,-4.3,-0.9,-4.3,4.0,-3.7
COc1cc(/C=N/N2CCOCC2)ccc1OC(=O)c1ccco1,3.4,2.0,16.5,10.7,0.3,-0.4,3.9,-1.8
C=CCn1c(C23CC4CC(CC(C4)C2)C3)n[nH]c1=S,13.5,8.8,41.6,-3.1,1.4,-4.5,9.2,-2.5
Cc1ccc(C)c(-n2c(SCC(=O)Nc3nnc(C)s3)nnc2-c2ccoc2C)c1,6.9,-1.3,5.2,0.2,1.8,-2.5,7.2,-9.6
O=C(COc1ccccc1)Nc1nc(-c2ccncc2)cs1,-11.7,9.1,32.2,-15.4,1.5,-4.0,36.4,2.3
COc1ccc2c(c1)-c1nc(NC(=O)c3cccs3)sc1CC2,0.3,-10.5,53.4*,-31.8,2.8,6.2,8.1,-0.5
CC(C)CC(=O)NCCc1ccncc1,-5.2,-1.1,5.7,12.5,0.0,0.5,-5.6,-0.2
Cc1cc(=O)oc2c(C)c(OCC(=O)NCCN3CCOCC3)ccc12,11.1,-2.9,2.6,-5.6,-1.9,0.1,7.3,0.2

# (continued)
SMILES,APJ antagonist,Jurkat NFkB inh,tim23-1 inh,697 NFkB inh,CHOP UPR activ,XBP1 UPR activ,Mdm2-MdmX inh,APJ ag
CCCn1c2ccccc2c2cnn(CC(=O)NCCCN3CCCCC3)c(=O)c21,-1.8,-3.8,8.4,-5.4,-0.4,-0.6,8.2,-2.5
COc1ccc(-c2cn(-c3ccc(C)cc3)c(=O)n2CC(=O)Nc2ccc(OC)cc2OC)cc1,-1.9,-6.4,27.9,8.3,2.7,0.3,-37.3,3.4
CC1CCN(C(=O)c2[nH]cnc2C(=O)Nc2nccs2)CC1,11.5,10.2,26.6,11.2,1.6,-2.3,4.1,0.9
O=C(Cc1ccccc1)Nc1ccccc1C(=O)N1CCCCCC1,-0.7,4.6,21.9,11.1,-0.2,-0.5,7.4,-9.7
COc1cccc(NC(=O)CSc2nnc(-c3cccnc3)o2)c1,19.4,0.6,10.2,1.9,0.0,-1.0,-6.7,-2.0
CCN(CC)S(=O)(=O)c1cccc(NC(=O)COC(=O)CNC(=O)c2cccc(F)c2)c1,-4.0,-2.1,12.2,17.2,-1.7,-4.7,-1.7,-2.2
COc1ccc(C2c3ccc(O)cc3Oc3ncn(CCCO)c(=N)c32)cc1 (configuration not stated),8.2,9.4,-9.9,21.4,0.3,-2.2,13.7,-3.1
CSCC[C@H](NC(=O)[C@@H]1Cc2ccccc2CN1)C(=O)NC1CCCCC1,-5.5,6.5,10.6,-4.1,-1.3,-3.9,-5.1,15.8
Cc1cc(C)c(OCC(=O)N/N=C/c2ccc3c(c2)OCO3)c(C)c1,-8.9,23.8,5.5,1.0,-1.2,0.8,20.7,0.0
Cc1ccc2occ(/C=C/C(=O)O)c(=O)c2c1,23.8,1.1,8.1,-24.5,-0.1,-1.1,5.9,-0.3
O=C(c1c[nH]c2ccccc12)C(Cl)c1ccccc1 (configuration not stated),6.0,36.7,37.6,7.1,5.6,-3.6,78.7*,-5.1
CCN(CC(=O)N1CCN(Cc2ccccc2)CC1)S(=O)(=O)c1ccc(C)cc1,6.9,13.3,-0.8,15.8,0.1,-4.3,19.8,1.6
O=C1C(=Cc2ccco2)C(=O)c2ccccc21,2.0,1.9,29.2,-2.4,1.0,-3.5,9.0,-0.5
Cc1cc(C)c2sc(N(CCN(C)C)C(=O)c3ccc4ccccc4c3)nc2c1,-2.5,-3.8,16.4,7.4,0.8,-3.7,21.4,-4.5
CCC(NC(=O)NCc1ccc2c(c1)OCO2)(C(F)(F)F)C(F)(F)F,-17.3,0.3,23.9,13.6,0.8,0.9,3.2,0.7
COc1ccc(OC)c(NC(=O)CNC(=O)c2ccc([N+](=O)[O-])cc2)c1,-43.0,4.6,-5.4,20.2,-0.4,1.0,1.2,2.8
CCOC(=O)C(C(=O)OCC)C(C(=O)OCC)N1CCOCC1 (configuration not stated),21.8,7.7,56.8*,-5.7,-10.7,-11.1,100.5*,1.4
Cc1c(NC(=O)Nc2c(Cl)cccc2Cl)c(=O)n(-c2ccccc2)n1C,-0.9,10.9,8.5,2.1,1.1,1.2,-9.8,-3.2
COc1ccc2cc(CCNS(=O)(=O)c3c(C)cc(C)cc3C)c(=O)[nH]c2c1,0.7,1.8,11.6,-11.3,3.7,-5.6,-1.3,-2.8
O=C(CCC(=O)N1CCN(S(=O)(=O)c2ccc3ccccc3c2)CC1)Nc1cc(Cl)cc(Cl)c1,-29.8,-14.5,19.2,-1.0,0.9,0.9,40.0,0.1
Cc1ccccc1-n1c(-c2ccoc2C)n[nH]c1=S,-5.1,-3.9,-1.7,-11.5,-1.6,0.6,38.2,0.6
Cc1cc(C)cc(NC(=O)CSc2nc3c(oc4ccccc43)c(=O)n2-c2ccccc2)c1,15.8,-16.7,18.7,-39.8,1.4,-1.8,16.8,3.4
C/C(=N/NC(=O)c1cccc(Br)c1)C1CC2CCC1C2 (configuration not stated),11.5,10.9,16.6,10.2,1.8,-0.4,-5.1,-2.9
COC(=O)C1=C(C(=O)OC)[C@@H]2N(C)c3ccccc3[C@@]23C[C@@H](CO)N(C(=O)C2CCC2)C3=N1,13.1,-2.7,11.7,6.7,-1.5,2.3,-30.3,-4.4
CCn1cc(C(=O)OCC(=O)Nc2cccc(S(=O)(=O)N3CCOCC3)c2)c(=O)c2ccc(C)nc21,5.1,0.2,-4.1,-8.1,5.5,44.2*,27.6,5.8

# Quoted at random: 3 entries already listed, in no set order.
SMILES,APJ antagonist,Jurkat NFkB inh,tim23-1 inh,697 NFkB inh,CHOP UPR activ,XBP1 UPR activ,Mdm2-MdmX inh,APJ ag
COc1ccc2c(c1)-c1nc(NC(=O)c3cccs3)sc1CC2,0.3,-10.5,53.4*,-31.8,2.8,6.2,8.1,-0.5
COc1cc(/C=N/N2CCOCC2)ccc1OC(=O)c1ccco1,3.4,2.0,16.5,10.7,0.3,-0.4,3.9,-1.8
Cc1cc(C)cc(NC(=O)CSc2nc3c(oc4ccccc43)c(=O)n2-c2ccccc2)c1,15.8,-16.7,18.7,-39.8,1.4,-1.8,16.8,3.4

# Later entries:
SMILES,APJ antagonist,Jurkat NFkB inh,tim23-1 inh,697 NFkB inh,CHOP UPR activ,XBP1 UPR activ,Mdm2-MdmX inh,APJ ag
Cc1ccc(NC(=O)CCN2C(=O)c3ccccc3Sc3ncccc32)cc1,12.3,-5.1,10.6,-13.7,0.5,-0.5,3.1,-1.0
O=C(CSc1nc(-c2ccccc2)ns1)NCC1CCCO1 (configuration not stated),8.5,-14.2,4.8,-6.8,-0.3,-3.2,-15.8,-0.7
CSc1ccc(C#N)cc1NC(=O)c1ccc(Cl)cc1Cl,4.0,1.5,-5.7,16.9,-0.8,1.3,-19.0,4.1
O=C(c1ccncc1)N1CCN(S(=O)(=O)c2cccc(C(F)(F)F)c2)CC1,-8.5,-3.5,-6.5,26.8,-0.6,0.0,18.7,-6.8
CC(=O)c1cc(-c2ccccc2)n(CCC(=O)NC(C)(C)C)c1C,0.3,-9.7,12.1,-12.3,1.2,-1.9,20.6,0.2
COc1ccc(-c2ccccc2)c2oc(-c3ccco3)cc(=O)c12,-12.8,-2.8,22.4,12.4,1.9,15.4,44.1,5.1
CCCC(=O)Nc1sc(C)c(C)c1C#N,-14.2,1.4,10.8,9.8,2.0,0.9,-19.3,-4.7
CCN(C(=O)COC(=O)CNC(=O)C12CC3CC(CC(C3)C1)C2)C1CCS(=O)(=O)C1 (configuration not stated),3.8,3.6,-6.5,17.4,2.0,1.7,-16.1,-0.2
CCOC(=O)C(=O)Nc1cc([N+](=O)[O-])ccc1C,-7.5,5.3,2.5,23.7,-0.2,-3.7,1.7,-3.0
O=C(NN1CCOCC1)c1cccc(COc2cccc(Br)c2)c1,-10.8,5.5,11.4,-63.2,13.9,2.6,-33.2,-1.8
CC[C@]12c3[nH]c4ccccc4c3CCN1C(=O)C(CC(=O)NCCC1=CCCCC1)C[C@@H]2C(=O)N1CCN(C(=O)C2CC2)CC1 (some centres not stated),3.9,14.5,14.6,-2.7,14.5,-2.6,-1.3,-0.5
Cc1ccc(C(C)C)c(OCC(=O)N2CCOCC2)c1,-14.0,-6.1,13.0,3.0,-1.1,-4.3,1.8,-2.3
Cn1ccnc1C1CCCCN1Cc1nc(-c2ccc(Cl)cc2)no1 (configuration not stated),-5.0,6.6,22.9,11.8,-0.3,-0.7,-3.3,-7.4
